TcdB GH inh = inhibitors of Clostridioides difficile toxin B glycohydrolase; hit rate 0.24% among 350,000; P18177; TcdB glycohydrolase enzymatic assay, plate reader; inhibition, % at 9.99 µM; in the data active means inhibition above about 10%
An asterisk follows results filed as active.

SMILES	TcdB GH inh
COc1ccc(CN(C)C[C@@H]2Oc3c(NS(=O)(=O)c4cn(C)cn4)cccc3C(=O)N([C@@H](C)CO)C[C@H]2C)cc1	-1.3
COCCNC(=O)C[C@@H]1C[C@H]2c3cc(NC(=O)Nc4ccc(OC)cc4)ccc3O[C@H]2[C@@H](CO)O1	-0.8
C[C@H](CO)N1C[C@H](C)[C@H](CN(C)C(=O)c2ccccn2)Oc2cc(C#CC3CC3)ccc2S1(=O)=O	-1.2
C[C@H](CO)N1C[C@H](C)[C@H](CN(C)C)Oc2c(NC(=O)Nc3ccc(C(F)(F)F)cc3)cccc2C1=O	-0.1
C[C@@H]1CN([C@H](C)CO)C(=O)c2cc(NC(=O)c3ccncc3)ccc2O[C@@H]1CN(C)Cc1ccc2c(c1)OCO2	-0.6
COCC(=O)Nc1ccc2c(c1)OC[C@@H](C)N(C(=O)c1cnccn1)C[C@@H](C)[C@H](OC)CN(C)C2=O	0.4
O=C(c1ccncc1)N1C[C@H]2[C@@H](c3ccccc31)[C@@H](CO)N2Cc1ccc(F)cc1	1.1
C[C@@H]1CN([C@H](C)CO)C(=O)c2c(c3ccccc3n2C)-c2ccccc2CO[C@H]1CN(C)C(=O)c1ccc(F)cc1	1.2
C[C@@H]1CCCCO[C@H](CN(C)C(=O)Cc2ccccc2)[C@@H](C)CN([C@@H](C)CO)C(=O)c2cc(NC(=O)Nc3ccc4c(c3)OCO4)ccc2O1	0.8
COCCNC(=O)C[C@@H]1C=C[C@@H](NC(=O)NC2CCCC2)[C@@H](CO)O1	0.2
COCCNC(=O)C[C@@H]1CC[C@@H]2[C@H](COC[C@@H](O)CN2C(=O)Nc2ccccc2OC)O1	1.1
CCNC(=O)C[C@H]1CC[C@@H]2[C@H](COc3ccc(NC(=O)Nc4ccccc4C)cc3C(=O)N2C)O1	5.9
CC(C)NC(=O)Nc1ccc2c(c1)CC(=O)N([C@H](C)CO)C[C@H](C)[C@@H](CN(C)C(=O)Nc1ccc3c(c1)OCO3)O2	0.8
O=C(Nc1cccc(F)c1)N1CC(=O)N2[C@@H](CO)[C@@H](c3ccc(C#Cc4cccnc4)cc3)[C@@H]2C1	0.2
CO[C@H]1CN(C)C(=O)c2ccc(NC(=O)C3CC3)cc2OC[C@H](C)N(C(=O)c2ccccc2)C[C@H]1C	0.3
C[C@H]1CN([C@@H](C)CO)C(=O)c2cc(C#CC3(O)CCCC3)cnc2O[C@@H]1CN(C)C(=O)CC1CC1	0.6
O=C(NCc1ccccc1F)[C@H]1[C@H](CO)[C@H]2Cn3c(cccc3=O)[C@H]2N1C(=O)CC1CC1	-1.5
O=C(C[C@H]1CC[C@@H](NC(=O)C2CCC2)[C@H](CO)O1)Nc1nccs1	-0.7
C[C@H](CO)N1C[C@H](C)[C@H](CN(C)C(=O)Nc2ccc(F)cc2)Oc2ccc(NS(=O)(=O)c3cn(C)cn3)cc2CC1=O	0.2
COc1ccc2c3c([nH]c2c1)[C@H](CO)N(C(C)=O)CC31CN(S(=O)(=O)c2cccs2)C1	-4.7
COc1ccc2c3c(n(C)c2c1)[C@H](CO)N(C(=O)c1ccccc1)CC31CCN(CC2CC2)CC1	2.1
COc1ccc(NC(=O)N2CCCCN3[C@H](CO)[C@@H](c4ccc(C#CCC(C)C)cc4)[C@@H]3C2)cc1	-15
COc1ccccc1-c1ccc([C@@H]2[C@H]3CN(S(=O)(=O)c4cn(C)cn4)CCCCN3[C@H]2CO)cc1	-2.1
O=C(C[C@@H]1C=C[C@H](NC(=O)Nc2ccccc2F)[C@H](CO)O1)NCc1ccc(F)cc1	-0.4
O=C(C[C@H]1CC[C@@H](NC(=O)C2CC2)[C@H](CO)O1)NCc1ccccc1Cl	0.0
SMILES	TcdB GH inh
CO[C@@H]1CN(C)C(=O)c2cc(NC(=O)C3CC3)ccc2OC[C@H](C)N(C(=O)c2cnccn2)C[C@@H]1C	-1.4
C[C@H](CO)N1C[C@H](C)[C@@H](CN(C)C(=O)Nc2ccccc2)Oc2ccc(NC(=O)CCC(F)(F)F)cc2CC1=O	1.5
C[C@H]1CN([C@@H](C)CO)C(=O)c2cc(NS(C)(=O)=O)ccc2O[C@@H]1CN(C)C	-11
CCCN1C[C@H](C)[C@H](OC)CN(C)C(=O)c2ccc(NC(=O)c3cnccn3)cc2OC[C@@H]1C	0.1
Cc1noc(C)c1NC(=O)N(C)C[C@@H]1Oc2ccc(NS(C)(=O)=O)cc2C(=O)N([C@@H](C)CO)C[C@H]1C	0.4
CC(=O)N1[C@@H]2Cn3c(ccc(-c4ccccc4F)c3=O)[C@H]1[C@@H](C(=O)NC1CCC1)[C@@H]2CO	1.1
CNC[C@@H]1Oc2ccc(NS(=O)(=O)c3ccc(Cl)cc3)cc2C(=O)N([C@H](C)CO)C[C@H]1C	-0.5
CN1CCN(C(=O)C[C@@H]2C[C@H]3c4cc(NC(=O)Nc5ccc(C(F)(F)F)cc5)ccc4O[C@H]3[C@H](CO)O2)CC1	0.0
O=C(C[C@@H]1C[C@H]2c3cc(NC(=O)c4cccnc4)ccc3O[C@H]2[C@H](CO)O1)NCc1ccncc1	0.0
O=C(C[C@@H]1C=C[C@H](NC(=O)c2cnccn2)[C@@H](CO)O1)NCc1ccccc1F	-0.5
COCC(=O)N(C)C[C@H]1Oc2ncc(C#Cc3ccccc3OC)cc2C(=O)N([C@H](C)CO)C[C@H]1C	0.6
COc1ccccc1CNC(=O)C[C@H]1C[C@H]2c3cc(NC(=O)Cc4ccncc4)ccc3O[C@H]2[C@@H](CO)O1	-0.3
COc1ccccc1-c1ccc([C@@H]2[C@@H](C#N)N(C(=O)C3CC3)[C@@H]2CO)cc1	-0.5
Cc1cc(C(=O)Nc2cccc3c2O[C@@H](CN(C)C(=O)NC(C)C)[C@H](C)CN([C@H](C)CO)C3=O)n(C)n1	0.6
C[C@H](NC(=O)C[C@@H]1CC[C@@H](NC(=O)CN2CCOCC2)[C@H](CO)O1)c1ccccc1	-0.1
O=C(C1CC1)N1[C@H](CO)[C@H](c2ccccc2)C12CN(CCC(F)(F)F)C2	-0.3
C[C@@H]1CN([C@@H](C)CO)C(=O)Cc2cc(NC(=O)Nc3ccc4c(c3)OCO4)ccc2O[C@H]1CN(C)S(=O)(=O)c1ccccc1	-0.5
CC(C)NC(=O)Nc1ccc2c(c1)CC(=O)N([C@@H](C)CO)C[C@H](C)[C@@H](CN(C)S(=O)(=O)c1ccc(Cl)cc1)O2	-0.9
CN(C)CC(=O)N[C@@H]1CC[C@H](CCNC(=O)C2CCCC2)O[C@@H]1CO	-0.3
CO[C@H]1CN(C)C(=O)c2cc(NC(=O)C3CCCC3)ccc2OC[C@H](C)N(CC2CC2)C[C@H]1C	-1.0
O=C(C[C@H]1C=C[C@@H](NC(=O)Nc2ccc(C(F)(F)F)cc2)[C@@H](CO)O1)NCCN1CCCC1	2.4
CCCNC(=O)N1C[C@@H](C)[C@@H](OC)CN(C)C(=O)c2cc(NS(=O)(=O)CC)ccc2OC[C@H]1C	2.0
C[C@@H]1CN([C@H](C)CO)S(=O)(=O)c2ccc(C3=CCCC3)cc2O[C@@H]1CN(C)C(=O)c1ccccc1	0.3
O=C(Nc1cccc(Cl)c1)N[C@@H]1CC[C@H](CCNC(=O)C2CCCC2)O[C@H]1CO	-3.9
Cc1noc(C)c1NC(=O)N(C)C[C@@H]1OCCCC[C@@H](C)Oc2ccc(NS(=O)(=O)c3c(C)noc3C)cc2C(=O)N([C@H](C)CO)C[C@@H]1C	0.3

An excerpt of these results, as labelled records.
CN1CCN(C(=O)C[C@@H]2C[C@H]3c4cc(NC(=O)Nc5ccc(C(F)(F)F)cc5)ccc4O[C@H]3[C@H](CO)O2)CC1
  TcdB GH inh: 0.0

O=C(C[C@@H]1C[C@H]2c3cc(NC(=O)c4cccnc4)ccc3O[C@H]2[C@H](CO)O1)NCc1ccncc1
  TcdB GH inh: 0.0

O=C(C[C@@H]1C=C[C@H](NC(=O)c2cnccn2)[C@@H](CO)O1)NCc1ccccc1F
  TcdB GH inh: -0.5

A few values from the entries so far:
Entry of CC(C)NC(=O)Nc1ccc2c(c1)CC(=O)N([C@@H](C)CO)C[C@H](C)[C@@H](CN(C)S(=O)(=O)c1ccc(Cl)cc1)O2 under TcdB GH inh: -0.9
Entry of C[C@@H]1CN([C@H](C)CO)S(=O)(=O)c2ccc(C3=CCCC3)cc2O[C@@H]1CN(C)C(=O)c1ccccc1 under TcdB GH inh: 0.3
Entry of CCCN1C[C@H](C)[C@H](OC)CN(C)C(=O)c2ccc(NC(=O)c3cnccn3)cc2OC[C@@H]1C under TcdB GH inh: 0.1
Entry of COCC(=O)N(C)C[C@H]1Oc2ncc(C#Cc3ccccc3OC)cc2C(=O)N([C@H](C)CO)C[C@H]1C under TcdB GH inh: 0.6
Entry of Cc1noc(C)c1NC(=O)N(C)C[C@@H]1Oc2ccc(NS(C)(=O)=O)cc2C(=O)N([C@@H](C)CO)C[C@H]1C under TcdB GH inh: 0.4

Later entries.
SMILES	TcdB GH inh
COCC1=C2[C@@H](c3ccccc3)OB(O)C[C@@H]2[C@@H]2C(=O)N(Cc3ccccc3)C(=O)[C@@H]2C1	0.1
CO[C@@H]1CN(C)C(=O)c2ccc(NC(=O)c3ccc(F)cc3)cc2OC[C@H](C)N(C(=O)c2ccc(F)cc2)C[C@@H]1C	-6.6
O=C(C[C@H]1CC[C@H]2[C@@H](COC[C@@H](O)CN2Cc2cccc(C(F)(F)F)c2)O1)NCc1ccccc1	2.5
CC(=O)N(C)C[C@@H]1Oc2cc(C#Cc3ccncc3)ccc2S(=O)(=O)N([C@H](C)CO)C[C@H]1C	0.2
COc1ccc(NC(=O)Nc2ccc3c(c2)C(=O)N([C@@H](C)CO)C[C@H](C)[C@@H](CN(C)S(=O)(=O)c2ccc(C)cc2)O3)cc1	1.3
C[C@@H](NC(=O)C[C@@H]1C[C@@H]2c3cc(NC(=O)C4CCC4)ccc3O[C@@H]2[C@H](CO)O1)c1ccccc1	-1.8
COC(=O)c1ccc(CN2CC(=O)N3[C@H](C2)[C@@H](c2ccc(-c4ccccc4F)cc2)[C@@H]3CO)cc1	-0.5
C[C@@H]1CN([C@H](C)CO)C(=O)c2cc(-c3cccnc3)cnc2O[C@@H]1CN(C)C(=O)C1CCOCC1	-0.7
O=C(Nc1cccc(F)c1)N1CC(=O)N2[C@H](CO)[C@@H](c3ccc(C#CC4CC4)cc3)[C@H]2C1	0.6
CO[C@@H]1CN(C)C(=O)c2ccc(NC(=O)c3ccc4c(c3)OCO4)cc2OC[C@@H](C)N(CC2CC2)C[C@H]1C	0.1
CCCNC(=O)N[C@H]1CC[C@H](CCn2cc(C3CC3)nn2)O[C@@H]1CO	-0.3
C[C@H](CO)N1C[C@H](C)[C@H](CN(C)C(=O)Nc2ccccc2)Oc2ncc(-c3ccc(F)cc3)cc2C1=O	0.3
O=C(NCC[C@@H]1CC[C@@H](NS(=O)(=O)Cc2ccccc2)[C@@H](CO)O1)C1CCOCC1	-1.4
CO[C@H]1CN(C)C(=O)c2cc(NC(=O)C3CCCCC3)ccc2OC[C@@H](C)N(Cc2nccs2)C[C@H]1C	-0.8
CO[C@@H]1CN(C)C(=O)c2ccc(NS(=O)(=O)c3cccc(F)c3)cc2OC[C@@H](C)NC[C@H]1C	-2.7
COc1ccc(NC(=O)N(C)C[C@H]2OCCCC[C@H](C)Oc3ccc(NS(=O)(=O)c4cccs4)cc3C(=O)N([C@H](C)CO)C[C@@H]2C)cc1	-6.6
Cn1cnc(CCNC(=O)C[C@@H]2CC[C@H]3[C@@H](COC[C@@H](O)CN3C(=O)C3CC3)O2)c1	0.3
CN1CCN(C(=O)C[C@@H]2CC[C@H]3[C@@H](COC[C@H](O)CN3S(=O)(=O)c3cccc(Cl)c3)O2)CC1	-0.7
C[C@H](CO)N1C[C@H](C)[C@H](CN(C)CC2CC2)Oc2ncc(-c3ccc(F)cc3)cc2C1=O	-0.3
C[C@@H]1CN([C@@H](C)CO)C(=O)c2cc(-c3ccccc3F)cnc2O[C@H]1CN(C)Cc1cccc(C(=O)O)c1	-5.9
CCCC#Cc1cnc2c(c1)C(=O)N([C@@H](C)CO)C[C@@H](C)[C@H](CN(C)C(=O)Nc1cc(F)ccc1F)O2	-1.6
C[C@H]1CN([C@@H](C)CO)C(=O)c2cc(NC(=O)CCC(F)(F)F)ccc2O[C@@H]1CN(C)C	-0.5
O=C(C[C@@H]1CC[C@@H]2[C@H](COC[C@H](O)CN2Cc2nccs2)O1)NCc1ccc(Oc2ccccc2)cc1	0.1
C[C@@H]1CN([C@@H](C)CO)C(=O)c2cc(NS(=O)(=O)c3cn(C)cn3)ccc2O[C@@H]1CN(C)Cc1ccc(Cl)c(Cl)c1	1.5
C[C@@H]1CCCCO[C@@H](CN(C)Cc2ccc(C(F)(F)F)cc2)[C@@H](C)CN([C@@H](C)CO)C(=O)c2cc(NC(=O)Nc3ccc4c(c3)OCO4)ccc2O1	0.3

Two entries drawn at random from those above, as already listed:
SMILES	TcdB GH inh
CCCNC(=O)N[C@H]1CC[C@H](CCn2cc(C3CC3)nn2)O[C@@H]1CO	-0.3
C[C@@H](NC(=O)C[C@@H]1C[C@@H]2c3cc(NC(=O)C4CCC4)ccc3O[C@@H]2[C@H](CO)O1)c1ccccc1	-1.8

Next section.
SMILES	TcdB GH inh
CC(=O)N1[C@@H](CO)[C@@H](c2ccccc2)[C@@H]1CN(C)S(=O)(=O)c1ccccc1	2.0
C[C@@H]1CN([C@@H](C)CO)C(=O)c2cc(N(C)C)ccc2O[C@@H](C)CCCCO[C@H]1CN(C)C(=O)C1CCCCC1	-34
C[C@@H]1CN([C@@H](C)CO)C(=O)Cc2cc(NS(=O)(=O)c3cn(C)cn3)ccc2O[C@@H]1CN(C)Cc1ccc(Oc2ccccc2)cc1	0.5
COc1ccc2c3c([nH]c2c1)[C@@H](CO)NCC31CCN(C(=O)Nc2ccc(F)cc2)CC1	-0.3
C[C@@H]1CCCCO[C@H](CN(C)C(=O)Nc2ccc3c(c2)OCO3)[C@H](C)CN([C@@H](C)CO)C(=O)c2cc(NC(=O)Nc3ccc(F)cc3)ccc2O1	-0.3
CO[C@H]1CN(C)C(=O)c2cc(NC(=O)C3CC3)ccc2OC[C@H](C)N(Cc2cc(F)ccc2F)C[C@H]1C	1.2
Cc1cccc(S(=O)(=O)N[C@@H]2CC[C@H](CCNC(=O)c3cnccn3)O[C@@H]2CO)c1	0.9
CN1CCN(C(=O)C[C@H]2C[C@@H]3c4cc(NC(=O)c5ccc6c(c5)OCO6)ccc4O[C@@H]3[C@@H](CO)O2)CC1	0.5
C[C@@H]1CCCCO[C@H](CN(C)C(=O)CCCN(C)C)[C@H](C)CN([C@@H](C)CO)C(=O)c2cc(NS(=O)(=O)c3cn(C)cn3)ccc2O1	-0.1

Screening data as filed in PubChem BioAssay.

An excerpt; rates above refer to the full screens.
